Source: PubChem
Hep lipid drop – modulators of hepatic lipid droplet formation; AML12 mouse hepatocytes, oleate lipid droplets, BODIPY imaging; inhibition, % at 6.5 µM; 0.4% of 240,000 active; AID 1656;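 active = lipid droplet intensity inhibited by at least 50%, with more than 500 cells counted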
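Material – AML12 mouse liver cells · Also added – oleate loading, 100 µM · Compound dosing – 6.5 µM single-point dosing · Times – overnight treatment with compound plus oleate · Measured by – fluorescence imaging, 20x objective, two fields per well · Read-out – percent inhibition of filter-corrected integrated lipid droplet intensity per well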
Dynein transport – dynein cargo transport inhibition; 3617.4 mouse cells, GR-EGFP nuclear translocation imaging; test concentration mostly 20 µM; stimulated with dexamethasone, 1 µM; stronger effect = lower value; z-score, hits read low; 0.47% of 220,000 active; AID 1381;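 active = plate z-score of nuclear minus cytoplasmic receptor signal below a set negative limit, without overly bright fluorescence or cell loss, cut at about -3.5 in these data, passing the limit was not always enough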;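 note: z-score of nuclear minus cytoplasmic ring GR-EGFP intensity difference per well; some compounds called inactive have numbers as strong as hits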
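Buffer or medium: Induction medium lacking tetracycline, stripped serum | Also added: Dexamethasone agonist, 1.0 µM final, for 30 min | Timing: 48 h induction, 1 h compound, 30 min dex at 37 °C | Detection: Formaldehyde fixation, Hoechst nuclear stain, 10x automated fluorescence imaging | Measure: Nuclear versus cytoplasmic GR-EGFP signal, averaged per well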
MT stabilize HCS – microtubule stabilization, imaging screen; HeLa tubulin immunostaining HCS, 24 h; share of cells brighter than vehicle mean+2SD; % tubulin-high responders, % at 10 µM; 0.83% of 200,000 active; AID 2205;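 active = plate Z-score above 3 for both tubulin-high and condensed-nucleus cell shares, with cell loss under 80%, at 10 µM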;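 note: anti alpha tubulin signal scored within the nucleus-defined area of each cell; some results filed as inactive read as strong as hits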
M17LAP inhibition – P. falciparum M17LAP inhibitors, primary screen, biochemical, fluorogenic H-Leu-NHMec substrate, 1536-well (AID 1619); recombinant M17LAP, H-Leu-NHMec fluorogenic kinetic assay; higher % means a stronger effect; one-dose inhibition, % at 30 µM; IC50 in µM for titrated hits; 0.38% of 220,000 active;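 active = compound inhibiting the enzyme by more than half at any dose during confirmatory dose-response retesting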;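 note: plate controls were full reaction with DMSO carrier for no effect and no enzyme background for full effect; strong numbers were not always called active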
Autophagy HCS – modulators of autophagy; MEF GFP-LC3 puncta imaging; test concentration mostly 10 µM; calls only at 10 µM (by protocol); 0.98% of 190,000 active; AID 463193;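 active = percentage of spot-positive cells more than 3 SD above its plate mean, without a fluorescence outlier flag or 80% toxicity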;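 note: spot-positive cell cutoff set from DMSO-treated cells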
Insulin prom up – MIN6 insulin promoter up-regulation. MIN6 insulin promoter-GFP reporter, high-content imaging; stronger effect = higher value. z-score at 5 µM. 0.3% of 190,000 active. AID 1625;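 active = z-score above 3 at 5 µM with at least 500 cells counted in the well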
Yfh1-depleted yeast – enhancers of respiration in Yfh1-depleted yeast, dose response, Friedreich's ataxia, plus single-dose screen (AID 1465) | 0.074% of 220,000 active | one-dose fold induction at 50 µM; EC50 in µM for titrated hits | S. cerevisiae Yfh1-off respiration, WST-1 reduction, 72 h; higher fold induction means a stronger effect;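 active = fold induction of absorbance versus untreated yeast above a set limit, then at least 30% activation at any dose in follow-up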;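 note: activators that raise dye reduction in frataxin-depleted yeast; strong numbers were not always called active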
ER stress rescue – protection against thapsigargin-triggered cell killing – 384-well, CSM14.1, ATP luminescence, primary screen (AID 1222); cellular ATP content (survival), % at 20 µM; hits with a dose series show EC50 in µM; 190,000 tested, under 10 active; CSM14.1 thapsigargin-induced death rescue, ATP luminescence; higher % means a stronger effect;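 active = EC50 below 50 µM in the dose-response confirmation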;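 note: death triggered by thapsigargin at about 15 µM added after 2 h compound pretreatment; cell ATP read after overnight thapsigargin exposure of roughly 18 to 22 hours; normalized against plate controls of thapsigargin alone and 5% DMSO vehicle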
M1AAP inhibition – P. falciparum M1AAP inhibitors, biochemical, fluorogenic H-Leu-NHMec substrate, 1536-well (AID 1445) | inhibition, % at 30 µM; hits with a dose series show IC50 in µM | recombinant M1AAP, H-Leu-NHMec fluorogenic kinetic assay; higher % means a stronger effect | 0.42% of 220,000 active;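 active = primary inhibition above the hit cutoff, then over 50% inhibition at one or more dose response concentrations, cut at about 23% in these data, passing the limit was not always enough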;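 note: plate controls were DMSO full reaction for no effect and no enzyme background for full effect; strong numbers were not always called active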
Dynein transport cytoplasmic EGFP – further read-out of Dynein transport, marked with its call; z-score; measured here: cytoplasmic GR-EGFP intensity; stronger effect = higher value
Dynein transport nuclear GR-EGFP – second read-out of Dynein transport, no call of its own (marks repeat the call); z-score; measured here: nuclear GR-EGFP intensity;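 lower value marks the stronger effect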
Dynein transport cell count – recorded beside Dynein transport, whose call it bears; z-score; measured here: cell count per field
Insulin prom up cell count – recorded beside Insulin prom up, whose call it bears; cell count; measured here: cytotoxicity, nuclei count;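 total cells summed across four imaged fields per well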
Hep lipid drop cells 6.5 µM – also measured in Hep lipid drop; calls as there; cell count; measured here: cell count, cytotoxicity flag;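 cells counted across two imaged fields per well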
MT stabilize HCS Hoechst-high % – recorded beside MT stabilize HCS, whose call it bears; % Hoechst-high responders; measured here: nuclear condensation Hoechst responders;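 share of cells brighter than vehicle mean plus two SD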
MT stabilize HCS cytotoxicity % – further read-out of MT stabilize HCS, marked with its call; toxicity, %; measured here: cytotoxicity by cell density;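 0% = mean cell density of plate MIN control wells and 100% = no cells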
Autophagy HCS cell loss 18 h – further read-out of Autophagy HCS, marked with its call; toxicity, %; measured here: cell loss, nuclei count;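 cell loss after 18 h compound exposure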
* hit, by the source's call; i = inactive; · = not tested or not shown.

SMILES | Hep lipid drop | Hep lipid drop cells 6.5 µM | Dynein transport | Dynein transport cytoplasmic EGFP | Dynein transport nuclear GR-EGFP | Dynein transport cell count | MT stabilize HCS | MT stabilize HCS Hoechst-high % | MT stabilize HCS cytotoxicity % | M17LAP inhibition | Autophagy HCS | Autophagy HCS cell loss 18 h | Insulin prom up | Insulin prom up cell count | Yfh1-depleted yeast | ER stress rescue | M1AAP inhibition
O=C1c2ccccc2C(=O)N1CCc1csc(NNc2nc(CCN3C(=O)c4ccccc4C3=O)cs2)n1 | -2 | 749 | -0.45 | -0.28 | 0.5 | -0.64 | 3.7 | 2.3 | 7.6 | 3% | i | 10 | · | · | i | -2.2% | 7%
Cc1cccc(OC(C)C(=O)N/N=C\c2ccncc2)c1 (centres undefined) | -3 | 698 | -1 | -0.29 | -0.41 | 0.87 | 2.1 | 1.7 | 4.6 | -5% | i | -13 | -0.76 | 1272 | i | -1.3% | 3%
Cc1c(Cl)cccc1NC(=O)C1NC(=O)CC1c1ccccc1 (centres undefined) | · | · | -0.58 | -0.13 | -0.32 | 0.13 | 3.3 | 2.8 | 6.1 | 1% | i | 19 | 0.58 | 1156 | i | -0.3% | 2%
O=C1NC(=O)c2cc(Br)cc3cccc1c23 | 1 | 691 | -0.62 | -0.32 | 0.043 | 0.18 | 4.4 | 5.1 | 8.5 | 1% | i | 31 | -0.03 | 1212 | i | 2.2% | 8%
O=C(NCCn1cc(SCc2ccccc2)c2ccccc21)c1ccccc1F | -30 | 685 | -0.65 | -0.24 | 0.59 | -0.2 | 2.5 | 2.2 | 7.1 | 1% | i | 11 | -0.35 | 1148 | i | -0.6% | 1%
c1ccc(-c2cn(-c3ccccc3)c3ncnc(NCCCN4CCOCC4)c23)cc1 | 9 | 738 | -1.2 | -0.16 | -0.82 | 0.74 | 1.7 | 2.5 | 9.5 | 11% | i | 13 | -0.94 | 1053 | i | -0.1% | 7%
C=CCn1c(Cc2nc3ccccc3[nH]2)n[nH]c1=S | 1 | 705 | 0.1 | -0.27 | -0.64 | 0.36 | 2.1 | 1.4 | 8.1 | 42% | i | 3 | 0.02 | 1335 | i | · | 14%
Cc1ccccc1CC1(CO)CCCN(Cc2cn[nH]c2-c2ccccc2)C1 (centres undefined) | -24 | 703 | 1.1 | -0.23 | 0.78 | -0.54 | 2.3 | 2.6 | 2.1 | -6% | i | 15 | 0.78 | 1413 | i | -1.9% | 6%
O=C(Cn1ccc([N+](=O)[O-])n1)N1CCCc2ccccc21 | 8 | 600 | 0.1 | 0.0086 | -0.049 | -0.26 | 3.4 | 2.1 | 3.5 | 12% | i | -24 | 0.02 | 1926 | i | -2.1% | -5%
CCCCn1c(NCCC)nc2c1c(=O)[nH]c(=O)n2C | -2 | 783 | 1.1 | -0.21 | 0.85 | -0.47 | 2.9 | 1.7 | 5.5 | 1% | i | 0 | 0.44 | 1320 | i | -1.6% | 2%
O=[N+]([O-])c1ccccc1/C=C/C=N/n1c(-c2ccccc2)n[nH]c1=S | 7 | 762 | 1.3 | -0.18 | 1.2 | -1.3 | 2.3 | 0.9 | 8.9 | 7% | i | 15 | 0.35 | 1070 | i | -3.0% | -1%
N#Cc1nc(Cc2cccc3ccccc23)oc1NCc1ccc(F)cc1 | -15 | 610 | -0.036 | -0.16 | 0.32 | -0.92 | 5.8 | 2.8 | 6.2 | -4% | i | 24 | -0.38 | 1804 | i | -1.5% | 7%
N#Cc1ccc(CSc2nnc(-c3ccccc3)n2Cc2ccco2)cc1 | · | · | -0.59 | -0.32 | -0.11 | 0.51 | 2.1 | 2.0 | 5.4 | -10% | i | 0 | 0.11 | 1383 | i | 0.5% | 1%
CC(=O)N1CCN(c2ccc(NCc3ccc(C)cc3)cc2)CC1 | · | · | -0.34 | -0.21 | 0.074 | -0.2 | 5.4 | 3.0 | 6.9 | 8% | i | 1 | · | · | i | -0.7% | 4%
CN1CCC(=C(c2ccc(Cl)cc2)c2ccccn2)CC1 | 5 | 725 | 0.11 | -0.2 | 0.58 | -0.35 | · | · | · | 11% | · | · | -0.07 | 944 | i | · | 5%
CCOC(=O)Cc1csc(NC(=S)NC(=O)c2ccccc2C)n1 | · | · | -0.83 | -0.16 | -0.63 | 0.34 | 2.3 | 2.0 | 3.6 | 3% | i | 14 | · | · | i | 1.1% | 14%
Cc1noc(NS(=O)(=O)c2ccc(NC(=O)COc3ccc(Cl)cc3Cl)cc2)c1C | 0 | 779 | -0.52 | -0.24 | -0.052 | 1.2 | 3.8 | 1.8 | 4.2 | -14% | i | 7 | 1.5 | 1371 | · | -1.8% | 13%
Cc1csc2nc(CNC(=O)C3CC=CCC3C(=O)O)cn12 (centres undefined) | -33 | 504 | -0.25 | -0.2 | -0.082 | 0.095 | 2.6 | 2.0 | 6.0 | 24% | i | -5 | -0.6 | 1890 | i | 1.2% | 2%
O=C(CN1CCN(S(=O)(=O)c2ccc(Cl)cc2)CC1)Nc1ccc2c(c1)OCO2 | · | · | -0.33 | -0.18 | -0.0018 | -0.17 | 1.5 | 1.2 | 5.4 | 2% | i | 2 | · | · | i | -2.0% | 7%
Cc1noc(C)c1C(=O)N1CCOCC1 | 7 | 790 | -0.4 | -0.11 | -0.39 | 0.54 | 1.0 | 1.5 | 9.4 | 10% | i | 2 | -0.64 | 945 | i | -0.5% | 1%
Cc1cccn2cc(-c3ccc(F)cc3)nc12 | · | · | -0.013 | -0.22 | 0.16 | -0.099 | 5.6 | 3.5 | 1.8 | 1% | i | -20 | 0.4 | 1341 | i | -2.3% | 1%
Cn1ccnc1-c1nc2ccccc2[nH]c1=O | -26 | 722 | 0.064 | -0.44 | 0.0094 | -0.047 | 3.1 | 2.3 | 9.1 | 10% | i | 3 | · | · | i | -2.0% | 15%
CCCC/C(O)=C1\C(=O)CC(C)(C)CC1=Nc1ccccc1OC | -28 | 750 | 0.018 | -0.14 | 0.025 | -0.2 | 3.4 | 2.0 | 3.9 | 3% | i | 1 | · | · | i | 3.6% | 4%
CN(Cc1nc2ccccc2c(=O)[nH]1)c1ccccc1 | 28 | 512 | -0.16 | -0.2 | 0.22 | -0.75 | 0.9 | 2.7 | 0.2 | 19% | i | -19 | -0.4 | 1270 | i | -0.4% | 2%
CCc1cccc(NC(=O)COc2ccccc2)c1 | 3 | 775 | 1.2 | 0.24 | 0.5 | -0.28 | 1.1 | 2.3 | 13 | 3% | i | -7 | -0.1 | 866 | i | -0.6% | -3%
O=C(COc1ccc(Br)cc1)Nc1cc(S(=O)(=O)N2CCCCC2)ccc1N1CCCCC1 | -25 | 683 | -0.15 | -0.23 | 0.063 | -0.46 | 3.0 | 3.2 | 1.2 | 1% | i | 1 | -0.65 | 1230 | i | -3.6% | 6%
O=C(CC1C(=O)NCCN1CC1CCCCC1)NCc1cc(F)ccc1F (centres undefined) | 4 | 762 | 1.9 | -0.22 | 1.1 | -0.44 | 4.3 | 1.3 | 0.3 | 1% | i | 27 | -0.09 | 1687 | i | 0.7% | 3%
CCn1c(SC)nc2c(c1=O)SC(C)C2 (centres undefined) | 4 | 795 | -0.026 | -0.18 | 0.3 | 0.22 | 3.8 | 3.0 | 15 | 14% | i | -19 | · | · | i | 1.3% | -4%
Cc1ccc(C2C(C#N)=C(N)N(c3cccnc3)C3=C2C(=O)CCC3)c(C)c1 (centres undefined) | -1 | 722 | -1.2 | -0.2 | -0.79 | 0.72 | 1.4 | 2.0 | 2.6 | 10% | i | -2 | · | · | i | 0.6% | 4%
CC(C)c1ccc(OCc2ccc(C(=O)O)o2)cc1 | -1 | 703 | -0.79 | -0.79 | -0.73 | 0.32 | · | · | · | 2% | · | · | -0.37 | 1125 | i | · | 10%
COc1ccc(OC)c(CN2CCCC(CO)C2)c1 (centres undefined) | 15 | 808 | -0.34 | -0.08 | 0.13 | 0.43 | 1.1 | 0.5 | 4.1 | -1% | i | -5 | -0.65 | 818 | i | -0.8% | -1%
Cc1ccc(CSc2nnc(SCC(=O)N/N=C/C=C/c3ccccc3[N+](=O)[O-])s2)cc1 | 0 | 665 | 1.1 | -0.23 | 0.69 | -1.5 | 3.3 | 2.5 | 9.8 | 6% | i | 10 | -0.54 | 1242 | i | -5.1% | 4%
COc1ccc(Nc2nc(N)nc(CSC(=S)N3CCN(c4ccccc4)CC3)n2)cc1 | 16 | 717 | 0.12 | -0.078 | 0.07 | -0.48 | 3.0 | 3.3 | 9.3 | 7% | i | 4 | -0.56 | 1506 | i | 0.1% | 16%
